Screens from PubChem.
TcdB GH inh: TcdB glycohydrolase inhibitors, primary screen, biochemical, single point, plate reader | TcdB glycohydrolase enzymatic assay | inhibition, % at 9.99 µM | actives 0.24% (n = 350,000) | Toxin B (Clostridioides difficile), P18177; in the data active means inhibition above about 10%
* = called active by the depositor. This is a subset. The share of hits here may be higher or lower than overall.

SMILES	TcdB GH inh
COc1ccc(CNC(=O)C[C@H]2C=C[C@H](NC(=O)c3cccc(F)c3)[C@@H](CO)O2)cc1	-1.3
C[C@H](CO)N1C[C@H](C)[C@H](CN(C)CC2CCCCC2)Oc2ccc(NS(C)(=O)=O)cc2C1=O	0.1
C[C@H]1CN([C@@H](C)CO)C(=O)c2cccc(NS(=O)(=O)c3ccc(Cl)cc3)c2O[C@H]1CN(C)C(=O)Nc1ccc(F)cc1	1.1
C[C@H](CO)N1C[C@H](C)[C@@H](CN(C)Cc2ccc(Cl)c(Cl)c2)Oc2ccc(NS(C)(=O)=O)cc2C1=O	-0.8
CC(C)NC(=O)Nc1ccc2c(c1)C(=O)N(C)[C@H]1CC[C@@H](CC(=O)NCC3CCCCC3)O[C@@H]1CO2	-1.4
C[C@@H]1CN([C@H](C)CO)C(=O)c2cc(NC(=O)c3ccccc3)ccc2O[C@@H](C)CCCCO[C@@H]1CN(C)Cc1ccc2c(c1)OCO2	-0.6
CO[C@H]1CN(C)C(=O)c2cc(NC(=O)c3cnccn3)ccc2OC[C@H](C)N(C(=O)C2CC2)C[C@@H]1C	-1.6
CCNC(=O)C[C@H]1CC[C@H]2[C@H](COc3ccc(NC(=O)c4ccc(F)c(F)c4)cc3C(=O)N2C)O1	-1.4
C[C@@H]1CN([C@H](C)CO)C(=O)c2ccccc2-c2ccccc2CO[C@@H]1CN(C)Cc1cccc(F)c1	0.6
C[C@@H]1CCCCO[C@H](CN(C)Cc2ccc(C(=O)O)cc2)[C@@H](C)CN([C@H](C)CO)C(=O)c2cc(NC(=O)NC3CCCCC3)ccc2O1	-3.3
O=C(C[C@@H]1C[C@@H]2c3cc(NC(=O)CC4CC4)ccc3O[C@@H]2[C@H](CO)O1)NCc1ccc2c(c1)OCO2	-21
C[C@H](CO)N1C[C@H](C)[C@@H](CN(C)Cc2ccc(-c3ccccc3)cc2)Oc2c(NC(=O)CCCCCC(=O)Nc3ccccc3N)cccc2C1=O	0.5
COc1ccc(NC(=O)N(C)C[C@H]2Oc3cc(C#CCN(C)C)ccc3S(=O)(=O)N([C@@H](C)CO)C[C@H]2C)cc1	0.9
CC(C)C#Cc1ccc2c(c1)O[C@H](CN(C)C(=O)NC(C)C)[C@@H](C)CN([C@H](C)CO)S2(=O)=O	-7.0
CCCNC(=O)N1[C@H](CO)[C@@H](c2ccccc2-c2ccc(OC)cc2)[C@@H]1C#N	-0.3
C[C@@H]1CN([C@@H](C)CO)C(=O)c2cccc(NC(=O)C3CCOCC3)c2O[C@H]1CN(C)C(=O)Nc1ccc(F)cc1	-0.1
CO[C@@H]1CN(C)C(=O)c2ccc(NC(=O)c3ccccc3F)cc2OC[C@H](C)N(CC2CC2)C[C@@H]1C	-1.9
CO[C@@H]1CN(C)C(=O)c2ccc(NC(=O)C3CC3)cc2OC[C@H](C)N(C(=O)C2CCCCC2)C[C@@H]1C	1.0
C/C=C/c1ccc([C@H]2[C@@H](CO)N3CCCCN(C(=O)Nc4ccc(F)cc4)C[C@H]23)cc1	0.1
COc1ccc(NC(=O)N(C)C[C@@H]2Oc3ccc(NC(=O)C4CC4)cc3CC(=O)N([C@H](C)CO)C[C@@H]2C)cc1	-0.6
Cc1ccc(S(=O)(=O)Nc2ccc3c(c2)C(=O)N([C@@H](C)CO)C[C@H](C)[C@@H](CN(C)S(=O)(=O)c2ccc(Cl)cc2)O3)cc1	-0.7
CCC(=O)Nc1ccc2c(c1)OC[C@@H](C)N(Cc1ccccc1OC)C[C@@H](C)[C@H](OC)CN(C)C2=O	-0.7
Cc1ccc(S(=O)(=O)Nc2ccc3c(c2)C(=O)N([C@@H](C)CO)C[C@H](C)[C@@H](CN(C)C(=O)Nc2ccc4c(c2)OCO4)OCCCC[C@H](C)O3)cc1	-1.5
COC(=O)C[C@@H]1C[C@@H]2c3cc(NC(=O)C4CCC4)ccc3O[C@@H]2[C@@H](CO)O1	2.4
O=C(c1ccncc1)N1C[C@H]2[C@@H](c3ccccc31)[C@@H](CO)N2C(=O)c1ccncc1	0.2
(list continues)
SMILES	TcdB GH inh
CCCC#Cc1ccc2c(c1)O[C@H](CN(C)C(=O)c1ccccn1)[C@@H](C)CN([C@@H](C)CO)S2(=O)=O	2.2
CN1C(=O)c2cc(NS(=O)(=O)c3ccccc3Cl)ccc2OC[C@H]2O[C@@H](CC(=O)O)CC[C@@H]21	-1.0
COc1ccc(NC(=O)N(C)C[C@H]2OCCCC[C@H](C)Oc3ccc(NC(=O)NC(C)C)cc3C(=O)N([C@@H](C)CO)C[C@H]2C)cc1	0.2
COc1cc(CN2CC3(CN(S(=O)(=O)c4cn(C)cn4)C3)c3c(n(C)c4cc(OC)ccc34)[C@H]2CO)cc(OC)c1	1.0
COc1ccc(S(=O)(=O)Nc2ccc3c(c2)C(=O)N([C@@H](C)CO)C[C@@H](C)[C@H](CN(C)Cc2ccc4c(c2)OCO4)OCCCC[C@@H](C)O3)cc1	-0.4
COc1cccc(-c2cccc(-c3nc(C(=O)N(C)C)cc4c3[C@H](CCO)N([S@@](=O)C(C)(C)C)C4)c2)c1	0.6
C[C@@H]1CN([C@@H](C)CO)C(=O)c2cccc(NC(=O)c3ccncc3)c2O[C@H]1CN(C)S(=O)(=O)c1ccc(Cl)cc1	0.5
C[C@@H]1CN([C@H](C)CO)C(=O)Cc2cc(NC(=O)Nc3cccc4ccccc34)ccc2O[C@@H]1CN(C)S(=O)(=O)c1ccc(Cl)cc1	1.1
COCC#Cc1ccc2c(c1)O[C@@H](CN(C)Cc1cncnc1)[C@@H](C)CN([C@@H](C)CO)S2(=O)=O	0.8
C[C@@H]1CN([C@@H](C)CO)C(=O)c2cc(C#Cc3cccc(F)c3)cnc2O[C@@H]1CN(C)C(=O)C1CCC1	1.7
C[C@@H]1CN([C@H](C)CO)C(=O)CCCn2cc(nn2)CO[C@@H]1CN(C)C(=O)Oc1ccccc1	-2.0
O=C(N[C@H]1C=C[C@@H](CC(=O)N2CCc3ccccc3C2)O[C@H]1CO)C1CCOCC1	0.8
C[C@@H]1CN([C@H](C)CO)C(=O)c2cc(NC(=O)Nc3ccc4c(c3)OCO4)ccc2O[C@@H](C)CCCCO[C@H]1CN(C)S(=O)(=O)c1ccc(Cl)cc1	0.5
CO[C@@H]1CN(C)C(=O)c2ccc(NC(=O)c3ccc4c(c3)OCO4)cc2OC[C@@H](C)N(CCC(F)(F)F)C[C@@H]1C	-0.4
CC(=O)N1[C@H](C(=O)NCc2ccccc2F)[C@@H](CO)[C@@H]2Cn3c(ccc(-c4ccccc4)c3=O)[C@@H]21	0.1
C[C@H](CO)N1C[C@H](C)[C@@H](CN(C)Cc2ccc(-c3ccccc3)cc2)Oc2c(cccc2N(C)C)C1=O	1.2
N[C@@H]1CC[C@H](CCn2cc(C3CC3)nn2)O[C@@H]1CO	0.1
COc1ccc(S(=O)(=O)Nc2cccc3c2O[C@@H](CN(C)C(=O)Nc2c(C)noc2C)[C@H](C)CN([C@@H](C)CO)C3=O)cc1	-0.2
CN(C)C(=O)c1ccc(-c2ccc([C@H]3[C@H]4CN(C(=O)C5CCCC5)CC(=O)N4[C@H]3CO)cc2)cc1	-0.3
O=C(C[C@@H]1C[C@@H]2c3cc(NC(=O)c4ccc5c(c4)OCO5)ccc3O[C@@H]2[C@H](CO)O1)NCCN1CCCCC1	1.2
CC(C)NC(=O)N1C[C@@H]2[C@H](c3ccccc31)[C@@H](CO)N2C(=O)c1ccncc1	0.0
Cc1ccc(S(=O)(=O)N(C)C[C@H]2Oc3c(NC(=O)NC(C)C)cccc3C(=O)N([C@H](C)CO)C[C@@H]2C)cc1	-0.4
COc1ccccc1S(=O)(=O)N1CC[C@H]2[C@H](CO)Nc3ccc(-c4ccccc4F)cc3[C@H]21	-0.6
Cc1noc(C)c1S(=O)(=O)N(C)C[C@H]1OCCCC[C@H](C)Oc2ccc(NC(=O)CCCN(C)C)cc2C(=O)N([C@H](C)CO)C[C@H]1C	0.4
CN(C)CC#Cc1ccc([C@H]2[C@@H](CO)N3C(=O)CN(C(=O)c4ccc(F)cc4)C[C@H]23)cc1	-1.3
Next records follow.
SMILES	TcdB GH inh
O=C(O)[C@@H]1[C@@H](CO)[C@@H]2Cn3c(ccc(/C=C/c4ccccc4)c3=O)[C@@H]2N1Cc1ccc2c(c1)OCO2	-0.7
C[C@H]1CN([C@@H](C)CO)C(=O)Cc2cc(NC(=O)Cc3cn(C)c4ccccc34)ccc2O[C@H]1CN(C)Cc1ccc(Cl)c(Cl)c1	-3.1
CC(C)CC#Cc1ccc([C@@H]2[C@@H](CO)N3C(=O)CN(C(=O)NC4CCCCC4)C[C@H]23)cc1	1.0
C[C@H](CO)N1C[C@H](C)[C@H](CN(C)C(=O)c2ccccn2)Oc2ncc(C3=CCCCC3)cc2C1=O	-0.8
C[C@H]1CN([C@@H](C)CO)C(=O)CCCn2cc(nn2)CO[C@@H]1CN(C)Cc1cccc2c1OCCCO2	-0.5
O=C1CS(=O)(=O)C(c2cccc([N+](=O)[O-])c2)N1c1ccccc1 (centres undefined)	0.4
CN(C)C(=O)c1ccc(-c2ccc([C@@H]3[C@@H](CO)N(C(=O)C4CC4)[C@H]3C#N)cc2)cc1	-2.5
O=C(CCN1CCCCC1)N[C@@H]1CC[C@H](CCn2cc(-c3ccccc3)nn2)O[C@@H]1CO	-2.3
COc1ccc2c3c([nH]c2c1)[C@H](CO)N(CC1CC1)CC31CN(S(=O)(=O)c2cccc(F)c2)C1	0.4
O=C(C[C@H]1CC[C@H](NC(=O)Nc2ccc(F)cc2)[C@@H](CO)O1)NCc1ccccn1	-0.3
Cc1ccccc1S(=O)(=O)N1C[C@@H](O)COC[C@@H]2O[C@@H](CC(=O)N3CCOCC3)CC[C@H]21	0.2
O=C(NCC[C@H]1CC[C@H](NC(=O)C2CC2)[C@@H](CO)O1)c1cc(Cl)cc(Cl)c1	1.0
Cc1noc(C)c1S(=O)(=O)Nc1ccc2c(c1)CC(=O)N([C@@H](C)CO)C[C@H](C)[C@@H](CN(C)S(=O)(=O)c1c(C)noc1C)O2	0.7
COc1cccc(-c2ccc3n(c2=O)C[C@H]2[C@H](CO)[C@@H](C(=O)N4CCOCC4)N[C@@H]32)c1	-4.5
CC(=O)N1[C@H](CO)[C@H](c2ccc(-c3cccnc3)cc2)[C@@H]1CNC(=O)C1CCC1	0.5
CC(=O)N(C)C[C@@H]1Oc2cc(C#CCN(C)C)ccc2S(=O)(=O)N([C@H](C)CO)C[C@@H]1C	-0.7
COCCNC(=O)C[C@H]1CC[C@H]2[C@@H](COc3ccc(NC(=O)C4CCOCC4)cc3C(=O)N2C)O1	0.9
CNC(=O)C[C@@H]1CC[C@@H]2[C@H](COc3ccc(NC(=O)Nc4cccc(Cl)c4)cc3C(=O)N2C)O1	1.0
COc1ccccc1C#Cc1ccc2c(c1)O[C@H](CN(C)Cc1cncnc1)[C@H](C)CN([C@@H](C)CO)S2(=O)=O	1.2
Cc1ccc(S(=O)(=O)N[C@@H]2C=C[C@@H](CC(=O)NCCCN(C)C)O[C@H]2CO)cc1	-1.5
O=C(NCC[C@H]1CC[C@H](NS(=O)(=O)Cc2ccccc2)[C@@H](CO)O1)C1CCC1	0.0
C[C@@H]1CN([C@H](C)CO)C(=O)Cc2cc(NC(=O)Nc3ccc(F)cc3)ccc2O[C@@H]1CN(C)Cc1ccc(Cl)c(Cl)c1	0.1
Cc1ccc(-c2cnc3c(c2)C(=O)N([C@H](C)CO)C[C@H](C)[C@@H](CN(C)C(=O)Cc2ccncc2)O3)cc1	1.2
Cc1noc(C)c1NC(=O)N(C)C[C@@H]1Oc2ccc(NC(=O)Cc3ccccc3)cc2C(=O)N([C@@H](C)CO)C[C@@H]1C	-0.4
CC=Cc1ccc2n(c1=O)C[C@H]1[C@H](CO)[C@@H](C(=O)N(C)C)[C@@H]2N1S(=O)(=O)c1ccccc1C (mixture of isomers)	-0.8
C[C@@H]1CCCCO[C@@H](CN(C)S(=O)(=O)c2ccc(F)cc2)[C@H](C)CN([C@H](C)CO)C(=O)c2cc(NS(C)(=O)=O)ccc2O1	0.4
O=C(C[C@H]1C[C@@H]2c3cc(NC(=O)NC4CCCCC4)ccc3O[C@@H]2[C@H](CO)O1)NCc1ccccn1	-0.5
COc1ccc(-c2ccccc2[C@H]2[C@@H](C#N)N(C(=O)C3CCCC3)[C@@H]2CO)cc1	0.9
COc1ccc(S(=O)(=O)N[C@@H]2CC[C@@H](CC(=O)N3CCc4ccccc4C3)O[C@H]2CO)cc1	-0.6
C[C@@H]1CCCCO[C@H](CN(C)Cc2ccc3c(c2)OCO3)[C@H](C)CN([C@@H](C)CO)C(=O)c2cc(NC(=O)CCC(F)(F)F)ccc2O1	-0.2

Part of the list above, comma-delimited:
Structure,TcdB GH inh
COc1ccccc1C#Cc1ccc2c(c1)O[C@H](CN(C)Cc1cncnc1)[C@H](C)CN([C@@H](C)CO)S2(=O)=O,1.2
Cc1ccc(S(=O)(=O)N[C@@H]2C=C[C@@H](CC(=O)NCCCN(C)C)O[C@H]2CO)cc1,-1.5
O=C(NCC[C@H]1CC[C@H](NS(=O)(=O)Cc2ccccc2)[C@@H](CO)O1)C1CCC1,0.0
C[C@@H]1CN([C@H](C)CO)C(=O)Cc2cc(NC(=O)Nc3ccc(F)cc3)ccc2O[C@@H]1CN(C)Cc1ccc(Cl)c(Cl)c1,0.1
Cc1ccc(-c2cnc3c(c2)C(=O)N([C@H](C)CO)C[C@H](C)[C@@H](CN(C)C(=O)Cc2ccncc2)O3)cc1,1.2
Cc1noc(C)c1NC(=O)N(C)C[C@@H]1Oc2ccc(NC(=O)Cc3ccccc3)cc2C(=O)N([C@@H](C)CO)C[C@@H]1C,-0.4
CC=Cc1ccc2n(c1=O)C[C@H]1[C@H](CO)[C@@H](C(=O)N(C)C)[C@@H]2N1S(=O)(=O)c1ccccc1C (mixture of isomers),-0.8
C[C@@H]1CCCCO[C@@H](CN(C)S(=O)(=O)c2ccc(F)cc2)[C@H](C)CN([C@H](C)CO)C(=O)c2cc(NS(C)(=O)=O)ccc2O1,0.4
O=C(C[C@H]1C[C@@H]2c3cc(NC(=O)NC4CCCCC4)ccc3O[C@@H]2[C@H](CO)O1)NCc1ccccn1,-0.5
COc1ccc(-c2ccccc2[C@H]2[C@@H](C#N)N(C(=O)C3CCCC3)[C@@H]2CO)cc1,0.9
COc1ccc(S(=O)(=O)N[C@@H]2CC[C@@H](CC(=O)N3CCc4ccccc4C3)O[C@H]2CO)cc1,-0.6
C[C@@H]1CCCCO[C@H](CN(C)Cc2ccc3c(c2)OCO3)[C@H](C)CN([C@@H](C)CO)C(=O)c2cc(NC(=O)CCC(F)(F)F)ccc2O1,-0.2
